Assay outcomes as filed in PubChem.
V-ATPase pH – yeast V-ATPase proton transport regulation by pHLuorin; AID 504577; S. cerevisiae, pHLuorin cytosolic pH fluorescence; 350,000 tested, 0.37% active; response, % at 10 µM; in the data active means response mostly above about 7.3%, no sharp cut-off; inactive means mostly below about 5.4%; further: actives read high; inactives centre near 0; some compounds called inactive have numbers as strong as hits; reference of the scale not given here
Wnt act – activators of Wnt/beta-catenin signaling; AID 743398; Wnt/beta-catenin reporter cell assay, activator, plate reader; activation, % at 9.35 µM; 300,000 tested, 1.2% active; in the data active means activation above about 30%, passing the limit was not always enough;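 further: 0% = neutral control wells and 100% = positive control wells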
Keap1 Nrf2 FP – disrupts human Keap1 binding to Nrf2 peptide | Q14145 | Keap1 Kelch-Nrf2 peptide fluorescence polarization, 1536-well | inhibition, % at 9.4 µM | 340,000 tested, 0.15% active | AID 504523; in the data active means inhibition above about 12%;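 further: human Keap1 Kelch domain with fluorescein labeled Nrf2 9mer peptide probe; 0% = neutral control wells and 100% = peptide positive control; higher means more block of Keap1 binding to Nrf2 peptide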
MOR-DOR ag – OPRM1-OPRD1 heterodimerization agonism | AID 504326 | P35372+P41143 | activation, % at 9.3 µM | 340,000 tested, 0.3% active | cells, luminescence; in the data active means activation above about 18%;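 further: 0% = vehicle-treated cells and 100% = reference agonist; values of inactives mirror those of a sister screen read the other way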
Target sequence (P35372 whole entry, looked up): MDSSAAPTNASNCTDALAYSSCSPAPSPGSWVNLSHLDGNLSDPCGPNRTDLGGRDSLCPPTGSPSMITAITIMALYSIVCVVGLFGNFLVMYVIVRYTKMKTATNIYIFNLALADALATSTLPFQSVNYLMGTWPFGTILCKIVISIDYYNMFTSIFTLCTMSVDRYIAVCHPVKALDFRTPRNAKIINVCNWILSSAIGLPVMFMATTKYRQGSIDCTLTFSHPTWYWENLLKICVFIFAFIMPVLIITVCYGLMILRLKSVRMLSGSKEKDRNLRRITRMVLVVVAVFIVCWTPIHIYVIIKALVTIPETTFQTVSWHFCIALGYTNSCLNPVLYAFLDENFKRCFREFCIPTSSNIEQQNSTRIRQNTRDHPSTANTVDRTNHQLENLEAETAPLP
Target sequence (P41143 whole entry, looked up): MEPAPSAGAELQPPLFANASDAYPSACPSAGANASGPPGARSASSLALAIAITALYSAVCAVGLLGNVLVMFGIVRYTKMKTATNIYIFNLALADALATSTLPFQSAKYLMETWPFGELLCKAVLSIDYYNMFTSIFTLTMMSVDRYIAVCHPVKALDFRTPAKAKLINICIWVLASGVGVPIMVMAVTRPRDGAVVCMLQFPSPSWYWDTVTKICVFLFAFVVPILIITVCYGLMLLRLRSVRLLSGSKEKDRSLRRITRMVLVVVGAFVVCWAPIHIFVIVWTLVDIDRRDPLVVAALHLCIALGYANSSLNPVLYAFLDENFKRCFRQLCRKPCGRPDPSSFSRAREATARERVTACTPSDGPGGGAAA
RTF Ca sens act – cardiac RTF calcium sensitization; P19429+P45379; IANBD-labeled TnC RTF fluorescence at EC20 calcium; 0% EC20 calcium, 100% full calcium; activation, % at 7.2 µM; AID 493008; 340,000 tested, 0.24% active;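 active means activation above the mean over all tested compounds plus 3 SD, cut at about 30% in these data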;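 further: rise in fluorescence read as greater calcium sensitivity of cardiac thin filaments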
Arrestin-AP2 inh – blocks beta-arrestin peptide binding to AP2 adaptin; FITC-arrestin peptide / GST-AP2 beads, flow cytometry; AP2 beta2 appendage carries R879A mutation; inhibition, % at 10 µM; 340,000 tested, 0.31% active; AID 504490;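 active means inhibition above a set limit, near 3 SD of compounds lacking own fluorescence, cut at about 54% in these data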;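 further: plate controls were DMSO wells for no effect and 5 µM unlabelled arrestin peptide for full effect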
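System: GST-AP2 R879A glutathione beads; medium: PBS, Tween 20 0.05%, BSA 0.1%; reagent: fluorescein-tagged arrestin peptide at 50 nM final; schedule: pre-incubation 12 min, peptide binding 1 h, room temperature; detection: flow cytometry, FL1 (488/535 nm); read-out: inhibition as reduced fluorescein signal on beads, percent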
Pemphigus Ab inh – inhibitors of pemphigus antibody binding to human desmoglein-3; DSG3-coupled beads, scFv-anti-DSG3-GFP binding, flow cytometry; hits give low values; 310,000 tested, 0.48% active; binding (percent of control), % at 10 µM; P32926;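 active means binding more than 3 SD below its plate's average and above zero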;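 further: hits lower antibody fragment binding to DSG3; some compounds called inactive have numbers as strong as hits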
OPRM1-OPRD1 inv – mu-delta opioid heterodimer inverse agonism | P35372+P41143 | cell-based MOR-DOR heterodimer luminescence | inhibition, % at 9.3 µM | 340,000 tested, 0.21% active; in the data active means inhibition above about 22%, passing the limit was not always enough;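 further: 0% = cells with DMSO and 100% = wells without cells with DMSO; values of inactives mirror those of a sister screen read the other way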
C-LANA FP – KSHV C-LANA DNA binding inhibition | MBP-C-LANA/FAM-LBS DNA binding, fluorescence polarization | inhibition, % at 9 µM | 340,000 tested, 0.078% active | AID 504423;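 active means highest replicate inhibition at or above 60% at 9 µM, even if other replicates fall short; inactive means all replicates below 60% inhibition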;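 further: 0% = neutral control wells and 100% = 4 µM acridine orange control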
RTF Ca sens inh – cardiac RTF calcium desensitization; inhibition, % at 7.15 µM; P19429+P45379; IANBD-labeled cardiac RTF, Ca2+ fluorescence; 340,000 tested, 0.12% active;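 active means inhibition above the mean inhibition of all tested compounds plus 3 SD, cut at about 17% in these data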;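 further: assay run at fixed EC70 calcium of 1.6 mM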
* marks the source's active call; other numbers are inactive results; / = not tested or not shown.

SMILES | V-ATPase pH | Wnt act | Keap1 Nrf2 FP | MOR-DOR ag | RTF Ca sens act | Arrestin-AP2 inh | Pemphigus Ab inh | OPRM1-OPRD1 inv | C-LANA FP | RTF Ca sens inh
CC1(C)CC2CC(C)(CN2C(=O)COC(=O)c2cncc(Br)c2)C1 (centres undefined) | -1 | -3 | -1 | -1.2 | 0 | -4 | 113 | 5 | -1.2 | 0
CCCCCN(C(=O)CCC(=O)OC(C)C(=O)NC1CCCCC1)c1c(N)n(CCCC)c(=O)[nH]c1=O (centres undefined) | -1 | 3 | -2 | -2.7 | -16 | 37 | 99 | 15 | 1.1 | -4
COc1ccccc1N1CCN(Cc2cc(=O)c(OCC(=O)NC(C)C)co2)CC1 | 1 | 0 | 0 | -0.9 | 2 | 26 | 100 | 5 | 0.1 | -10
Cc1ccc(NC(=O)c2cc(S(=O)(=O)N3CCc4ccccc43)cn2C)cc1 | 0 | -3 | 1 | 3.2 | 1 | 22 | 109 | -16 | -1.6 | -6
O=C(NCc1cccc(F)c1)C1CCC(=O)N(C2CCCC2)C1 (centres undefined) | -5 | 2 | 4 | -1.3 | -3 | 4 | 97 | 7 | 1.3 | -12
CCN(CC(=O)Nc1ccccc1C(=O)OC)S(=O)(=O)c1ccccc1 | 1 | -4 | -1 | -0.9 | 7 | 6 | / | 4 | 0.1 | -6
COc1ccc(N2C(=O)N3[C@H](c4ccc(Cl)cc4)[C@@H]4C(=O)N(C5CCCCC5)C(=O)[C@@H]4[C@]3(Cc3ccc(Cl)cc3)C2=O)cc1 | 1 | -4 | 0 | 1.7 | 1 | 4 | 104 | -10 | -1.1 | -9
Cc1ccc2[nH]c(=O)c(C(c3nnnn3CC3CCCO3)N3CCCc4ccccc43)cc2c1 (centres undefined) | 2 | 3 | 4 | -0.6 | 3 | 1 | / | 3 | 1.4 | -12
O=C(NC1CC1)c1cc(OCC(F)(F)F)ccc1OCC(F)(F)F | 0 | -1 | -3 | -0.5 | 8 | -16 | 99 | 3 | -0.6 | -1
O=C1NC(=S)N/C1=C/c1ccc(Oc2ccc(C(F)(F)F)cc2[N+](=O)[O-])c(Cl)c1 | -1 | -1 | -1 | -0.6 | -5 | 6 | 92 | 3 | 1.3 | -1
O=C(O)c1cc(Cl)c(Cl)cc1C(=O)N(Cc1ccccc1)Cc1ccccc1 | -1 | 0 | -5 | 1.1 | 12 | / | 108 | -6 | -2.9 | -17
COc1ccc(C(=O)OCC(=O)NC2CCCCCC2)c(OC)c1 | -1 | -3 | -3 | 0.5 | -2 | -2 | 95 | -3 | 0.3 | -6
O=C(NC(NC(=O)c1ccccc1)c1cccc([N+](=O)[O-])c1)c1ccccc1 | 0 | -3 | -3 | -1.2 | 6 | 3 | 119 | 7 | 0.7 | -18
CN(C(=O)Cn1cc(C(F)(F)F)ccc1=O)c1c(N)n(Cc2ccccc2)c(=O)[nH]c1=O | -1 | -1 | 4 | -3.0 | 1 | 29 | 98 | 15 | -0.9 | 0
CCOc1ccc(CCNC(=O)CCN2C(=O)COc3ccccc32)cc1OCC | -5 | / | -2 | -1.6 | 1 | 4 | 97 | 9 | 0.2 | -3
CC(=O)C1=C(C)OC(N)=C(C#N)C1c1cc2cccc(C)c2nc1Cl (centres undefined) | 0 | / | 0 | -3.0 | 2 | 10 | 95 | 16 | -3.1 | -4
Cc1cccc(NC(=O)CSCC(=O)N2CCN(c3cccc(C(F)(F)F)c3)CC2)c1 | 0 | 1 | -3 | 3.6 | -2 | -4 | / | -15 | -1.0 | 3
CCN(Cc1ccc2c(c1)OCCO2)C(=O)CSc1nc(C)nc2sc(C)c(C)c12 | -4 | -2 | 1 | -0.1 | 1 | 3 | 96 | 0 | 1.3 | -1
Cc1nn(-c2ccccc2)c(C)c1C(=O)OCC(=O)Nc1ccc2c(c1)OCO2 | 7 | / | -3 | -2.5 | -2 | -2 | / | 13 | 0.1 | -2
CC1CCCC(C)N1Cc1cn2ccccc2n1 (centres undefined) | 0 | 1 | 2 | -1.5 | 0 | -3 | 113 | 9 | 2.5 | 2
CC(CNC(=O)C1CCCCC1C(=O)O)c1ccccc1 (centres undefined) | -2 | 0 | -5 | -2.3 | -1 | 7 | 103 | 13 | 0.3 | -1
O=C(O)c1ccc(OC(F)(F)C(F)C(F)(F)F)cc1 (centres undefined) | -1 | 2 | -4 | -1.9 | 3 | 1 | 91 | 11 | -0.4 | -3
Cn1c(=O)c(=O)n(C)c2cc(S(=O)(=O)CCC(=O)N3CCOCC3)ccc21 | 0 | -3 | 0 | -2.1 | 2 | -1 | 108 | 11 | 0.7 | -3
CC(=O)c1ccc2c(ccc3ccccc32)c1 | -3 | 20 | 3 | 1.7 | -8 | 12 | 98 | -9 | 0.0 | 0
O=C(CN1C(=O)CCS(=O)(=O)c2ccccc21)Nc1ccc2c(c1)OCCO2 | 1 | / | -4 | -1.0 | 1 | 6 | 100 | 5 | 1.7 | -2

Entries of single compounds from above. Screens in order: V-ATPase pH, Wnt act, Keap1 Nrf2 FP, MOR-DOR ag, RTF Ca sens act, Arrestin-AP2 inh, Pemphigus Ab inh, OPRM1-OPRD1 inv, C-LANA FP, RTF Ca sens inh
Results for COc1ccc(N2C(=O)N3[C@H](c4ccc(Cl)cc4)[C@@H]4C(=O)N(C5CCCCC5)C(=O)[C@@H]4[C@]3(Cc3ccc(Cl)cc3)C2=O)cc1 : 1, -4, 0, 1.7, 1, 4, 104, -10, -1.1, -9
Results for CC(=O)c1ccc2c(ccc3ccccc32)c1 : -3, 20, 3, 1.7, -8, 12, 98, -9, 0.0, 0
Results for CC1(C)CC2CC(C)(CN2C(=O)COC(=O)c2cncc(Br)c2)C1 (centres undefined) : -1, -3, -1, -1.2, 0, -4, 113, 5, -1.2, 0
Results for COc1ccc(C(=O)OCC(=O)NC2CCCCCC2)c(OC)c1 : -1, -3, -3, 0.5, -2, -2, 95, -3, 0.3, -6

Other entries follow.
SMILES | V-ATPase pH | Wnt act | Keap1 Nrf2 FP | MOR-DOR ag | RTF Ca sens act | Arrestin-AP2 inh | Pemphigus Ab inh | OPRM1-OPRD1 inv | C-LANA FP | RTF Ca sens inh
S=C1NC[C@H](Cc2ccccc2)N1CCCCC1CCCCC1 | -5 | 3 | -3 | -0.6 | -1 | 10 | 103 | 3 | 0.4 | 8
CC(Oc1ccc(F)cc1)C(=O)Nc1cc(S(=O)(=O)N2CCOCC2)ccc1N1CCCCC1 (centres undefined) | 1 | -4 | -3 | -2.7 | -18 | 6 | 101 | 14 | -1.6 | -9
Cc1cc(C)cc(NC(=S)NC(=O)Cc2ccccc2)c1 | -6 | 1 | 2 | 8.3 | -4 | 32 | 101 | -44 | 1.0 | -7
O=C(O)/C=C\C(=O)NC1CCCCC1 | -3 | -1 | 0 | -0.7 | 0 | -4 | 89 | 3 | 1.2 | -10
CCSc1nc2c(c(=O)[nH]1)C(c1ccccn1)C1=C(CC(C)(C)CC1=O)N2 (centres undefined) | 6 | -2 | 3 | -2.3 | -2 | -11 | / | 14 | -1.7 | 0
N#C/C(=C(/O)c1cccs1)c1nnc2n1CCCCC2 | -1 | -2 | -2 | -1.1 | -3 | -8 | 82 | 8 | -0.2 | -10
Cc1cc2cc(CNC(=O)c3ccc4c(c3)OCO4)ccc2[nH]1 | 3 | 4 | -4 | -0.4 | 1 | 5 | 101 | 2 | 1.7 | -1
O=S(=O)(NC1CCCCC1)c1ccc(Br)s1 | 8 | -3 | -1 | 5.9 | -2 | -10 | 112 | -31 | 0.3 | -18
CCNC(=S)Nc1cccc(S(=O)(=O)Nc2ccccc2OC)c1 | -2 | 33* | -3 | -1.5 | 2 | 6 | 99 | 8 | -0.2 | -4
O=C(NCc1ccco1)C1CCCN1C(=O)Nc1ccccc1[N+](=O)[O-] (centres undefined) | 0 | 1 | 0 | 0.6 | 0 | 19 | / | -4 | -1.2 | 1
Cc1ccc(S(=O)(=O)NCC[C@@]2(C)C3CCC2(C)C(=O)C3)cc1 (some centres undefined) | -2 | 0 | 0 | -2.1 | 0 | -11 | 95 | 11 | -1.3 | -8
O=C(NCC1CCCO1)c1ccc(N2CCCCC2)nc1 (centres undefined) | 2 | 6 | -1 | -2.6 | 0 | 22 | 115 | 15 | 0.5 | -1
COc1ccc2c(c1)c(CC(=O)OCC(=O)N(C)C)c(C)n2C(=O)c1ccc(Cl)cc1 | 0 | 1 | 4 | -0.8 | -5 | 12 | / | 5 | 0.9 | 3
COc1ccc(CCNC(=O)COC(=O)/C=C/c2ccc(OC)c(OC)c2)cc1 | -2 | -6 | 1 | -3.0 | -3 | -10 | 102 | 15 | 0.5 | 0
CCCn1c(-c2cc(OC)c(OC)c(OC)c2)nc2c1c(=O)[nH]c(=O)n2Cc1ccccc1 | -1 | -4 | 0 | -1.4 | 5 | 9 | 113 | 12 | 2.1 | -10
C=CCN1C(=O)C(Cc2ccccc2)S/C1=N/N=C/c1cccs1 (centres undefined) | 0 | -5 | -5 | 1.0 | -3 | -9 | 104 | -6 | -0.7 | -2
O=C(Nc1cccc([N+](=O)[O-])c1)C1CCN(C(=O)Cc2ccccc2)CC1 | 0 | -2 | -5 | 0.4 | -2 | 5 | 102 | -3 | 0.6 | 2
CC(C)C[C@@]12C(=O)N(c3ccc(Br)cc3)C(=O)N1[C@H](c1ccc(Br)cc1)[C@@H]1C(=O)N(C(C)(C)C)C(=O)[C@@H]12 | -2 | -5 | -3 | 4.0 | -7 | 6 | 98 | -22 | -0.3 | 0
CCCCN1C(=S)NC[C@@H]1C(C)CC (some centres undefined) | 1 | 2 | -6 | -2.3 | -4 | -5 | 103 | 13 | 1.2 | -14
C=CCn1c(-c2c[nH]c3ccccc23)n[nH]c1=S | 6 | -8 | -1 | -1.6 | 6 | 12 | 102 | 8 | 0.2 | -1
COC(=O)c1ccc(COC(=O)c2nn(C)c(=O)c3ccccc23)cc1 | -95 | 0 | -3 | 0.1 | -2 | 6 | 103 | 0 | 0.4 | -8
CCOc1ccc(N(CC(=O)NC2CCC(C)CC2)S(=O)(=O)c2c(C)noc2C)cc1 (centres undefined) | -1 | -1 | -1 | 2.5 | 2 | 0 | 103 | -13 | -1.0 | -5
Cc1ccc2oc(C(=O)N3CCC(N4CCSCC4)CC3)c(C)c2c1 | 7 | -2 | -3 | 1.5 | -4 | 27 | 104 | -8 | -0.2 | -3
CCCCSc1nnc(-c2ccc(C)cc2)o1 | 0 | / | 2 | 6.2 | -4 | -9 | 108 | -33 | -0.9 | -2
CCN(CC)c1ccc2cc(NC(=O)CCC(=O)O)c(=O)oc2c1 | -66 | -19 | 8 | 2.0 | 70* | -8 | 120 | -12 | 33 | -65
CNC(=O)c1nc(C)c(C2(C)CC(c3ccccc3)=NO2)s1 (centres undefined) | 0 | -1 | 1 | -2.0 | 4 | 16 | 105 | 9 | 1.4 | -22
COc1cccc(-n2nnc3c(=O)n(CC(=O)NC4CCCC4)cnc32)c1 | 0 | -3 | -4 | -1.3 | -1 | -1 | 104 | 7 | -0.2 | -7
CCC[n+]1c(C)sc2c(OC)ccc(OC)c21 | 0 | 1 | -12 | -2.6 | 2 | -2 | 105 | 12 | -0.7 | -5
Cc1cccc(C(=O)Nc2ccc(C(=O)N/N=C/c3ccc(C)o3)cc2)c1 | 4 | 2 | -2 | -1.1 | -5 | 0 | 99 | 6 | -1.3 | 2

An unsorted share of the library; about 3.1% have a hit in one of these screens.
